Screens (PubChem BioAssay)
GPR55 beta-arrestin – GPR55 agonists via beta-arrestin recruitment, primary screen, imaging, U2OS cells, beta-arrestin-GFP redistribution (AID 1961); U2OS GPR55 beta-arrestin-GFP redistribution imaging; higher % means a stronger effect; activation, % at 10 µM, or EC50 in µM where a hit was titrated; 290,000 tested, 0.048% active;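 active means activation above 40% with more than 50 cells counted in the well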;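 further: U2OS osteosarcoma cells stably expressing GPR55 and beta-arrestin-GFP; plate controls were DMSO negative control for no effect and LPI positive control for full effect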
Dynein transport – blocks dynein driven cargo transport along microtubules | 3617.4 mouse cells, GR-EGFP nuclear translocation imaging; test concentration mostly 20 µM; stimulated with dexamethasone, 1 µM; stronger effect = lower value | z-score, hits read low | 220,000 tested, 0.47% active;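 active means plate z-score of nuclear minus cytoplasmic receptor signal below a set negative limit, without overly bright fluorescence or cell loss, cut at about -3.5 in these data, passing the limit was not always enough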;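 further: z-score of nuclear minus cytoplasmic ring GR-EGFP intensity difference per well; some compounds called inactive have numbers as strong as hits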
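Schedule: 48 h induction, then 1 h compound, then 30 min agonist, 37 °C. Buffer or medium: tetracycline-free induction medium containing charcoal-stripped FBS. Reagent: 1.0 µM final dexamethasone stimulus. Evaluation: nuclear versus cytoplasmic GR-EGFP signal, averaged per well. Signal: high-content fluorescence imaging after fixation.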
AID2073 – disruptors of CaV2.2 binding to Mint1 – biochemical, HTRF (AID 2073); HTRF protein-protein interaction, Mint1-CaV2.2; higher % means a stronger effect; 290,000 tested, 0.19% active; inhibition, % at 20 µM, or IC50 in µM where a hit was titrated; in the data active means inhibition mostly above about 51%, no sharp cut-off; further: some results filed as inactive read as strong as hits
KOR beta-arrestin-1 – KOR agonists, beta-arrestin recruitment, primary screen, cell-based, luminescence, uHTS (AID 1777) | KOR beta-arrestin recruitment, luminescence; higher % means a stronger effect | activation, % at 10 µM, or EC50 in µM where a hit was titrated | 280,000 tested, 0.02% active; in the data active means activation above about 50%, passing the limit was not always enough; further: a part of the inactive calls stands beside numbers as strong as those of hits
P. falciparum M1AAP – P. falciparum M1AAP inhibitors, biochemical, fluorogenic H-Leu-NHMec substrate, 1536-well (AID 1445). recombinant M1AAP, H-Leu-NHMec fluorogenic kinetic assay; higher % means a stronger effect. inhibition, % at 30 µM; hits with a dose series show IC50 in µM. 220,000 tested, 0.42% active;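 active means primary inhibition above the hit cutoff, then over 50% inhibition at one or more dose response concentrations, cut at about 23% in these data, passing the limit was not always enough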;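 further: plate controls were DMSO full reaction for no effect and no enzyme background for full effect; strong numbers were not always called active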
M17LAP inhibition – P. falciparum M17LAP inhibitors, primary screen, biochemical, fluorogenic H-Leu-NHMec substrate, 1536-well (AID 1619) | one-dose inhibition, % at 30 µM; IC50 in µM for titrated hits | recombinant M17LAP, H-Leu-NHMec fluorogenic kinetic assay; higher % means a stronger effect | 220,000 tested, 0.38% active;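 active means compound inhibiting the enzyme by more than half at any dose during confirmatory dose-response retesting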;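 further: plate controls were full reaction with DMSO carrier for no effect and no enzyme background for full effect; strong numbers were not always called active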
NOD2 inhibition – NOD2 signaling inhibitors, cell-based, luminescence, uHTS, HEK293 (AID 1566); HEK293 NOD2/NF-kB luciferase reporter, luminescence; higher % means a stronger effect; inhibition, % at 4 µM, or EC50 in µM where a hit was titrated; 290,000 tested, 0.63% active; further: many of its hits are not listed in these tables
KOR beta-arrestin-2 – KOR antagonists, beta-arrestin recruitment, cell-based, luminescence, uHTS (AID 1778); 290,000 tested, 0.091% active; inhibition, % at 10 µM; hits with a dose series show IC50 in µM; KOR beta-arrestin recruitment, luminescence, antagonist mode; higher % means a stronger effect; further: strong numbers were not always called active
NOD1 NF-kB reporter – inhibition of NOD1-driven NF-kB reporter – cell-based, luminescence, uHTS, primary screen (AID 1578). NOD1-driven NF-kB luciferase reporter cells, luminescence; higher % means a stronger effect. 290,000 tested, 1% active. one-dose inhibition, % at 4 µM; EC50 in µM for titrated hits; in the data active means inhibition mostly above about 36%, no sharp cut-off; inactive means mostly below about 34%;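 further: HEK-293T reporter cells stimulated with the NOD1 agonist gamma-tri-DAP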
Dynein transport cytoplasmic EGFP – second read-out of Dynein transport, no call of its own (marks repeat the call); z-score; measured here: cytoplasmic GR-EGFP intensity; stronger effect = higher value
Dynein transport nuclear GR-EGFP – further read-out of Dynein transport, marked with its call; z-score; measured here: nuclear GR-EGFP intensity;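 lower value marks the stronger effect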
Dynein transport cell count – recorded beside Dynein transport, whose call it bears; z-score; measured here: cell count per field
Starred values were filed as active, the others as inactive; [ ] = dose if it differs, or a comment. Unless noted, no stated cut-off is given here; in the data, active means inhibition above about 50%; inactive means the rest. This is a subset; the hit share may differ from the screen's.

Cc1ccc(-c2cn3c(=O)cc(C)[nH]c3n2)cc1 was read as GPR55 beta-arrestin 0.1%, Dynein transport -0.148, AID2073 18.0%, KOR beta-arrestin-1 3.4%, P. falciparum M1AAP 6.6%, M17LAP inhibition -1.7%, NOD2 inhibition -97.7%, KOR beta-arrestin-2 -10.7%, NOD1 NF-kB reporter -24.8%, Dynein transport cytoplasmic EGFP -0.223, Dynein transport nuclear GR-EGFP -0.25 and Dynein transport cell count -0.486.
Screening O=C(CCCC(=O)OCC(F)(F)C(F)F)Nc1ccccc1F returned GPR55 beta-arrestin -0.4%, Dynein transport -0.684, AID2073 -4.7%, KOR beta-arrestin-1 -4.0%, P. falciparum M1AAP -2.1%, M17LAP inhibition -6.0%, NOD2 inhibition 12.1%, KOR beta-arrestin-2 2.0%, NOD1 NF-kB reporter -29.8%, Dynein transport cytoplasmic EGFP -0.288, Dynein transport nuclear GR-EGFP -0.389 and Dynein transport cell count 0.179.
`O=C(NCCCN1CCOCC1)C(c1ccccc1)c1ccccc1` gave GPR55 beta-arrestin 0.3%, AID2073 18.3%, KOR beta-arrestin-1 1.5%, NOD2 inhibition 12.2%, KOR beta-arrestin-2 -13.2% and NOD1 NF-kB reporter 63.6%.
`CCn1cc(C(=O)N2CCOCC2)c(=O)c2cc(S(=O)(=O)N(C)C)ccc21` gave GPR55 beta-arrestin 0.9%, Dynein transport 2.47, AID2073 -2.6%, KOR beta-arrestin-1 4.1%, P. falciparum M1AAP 8.3%, M17LAP inhibition -3.7%, NOD2 inhibition 12.7%, KOR beta-arrestin-2 -31.3%, NOD1 NF-kB reporter 3.8%, Dynein transport cytoplasmic EGFP 0.137, Dynein transport nuclear GR-EGFP 1.92 and Dynein transport cell count -1.51.
Screening CCc1ncc(C)[nH]1 returned GPR55 beta-arrestin -0.1%, AID2073 10.7%, KOR beta-arrestin-1 -5.5%, NOD2 inhibition 4.4%, KOR beta-arrestin-2 -29.9%[20 µM] and NOD1 NF-kB reporter 11.7%.
For CCOC(=O)C(O)(CC(=O)c1ccc(Cl)cc1)C(=O)OCC the results were GPR55 beta-arrestin 0.5%, Dynein transport -0.597, AID2073 -11.5%, KOR beta-arrestin-1 -1.5%, P. falciparum M1AAP 16.1%, M17LAP inhibition 4.8%, NOD2 inhibition 0.7%, KOR beta-arrestin-2 11.5%, NOD1 NF-kB reporter -29.4%, Dynein transport cytoplasmic EGFP -0.204, Dynein transport nuclear GR-EGFP -0.441 and Dynein transport cell count -0.187.
`CN1CCN(c2ccccc2NC(=O)c2ccc(-c3cccc([N+](=O)[O-])c3)o2)CC1` gave GPR55 beta-arrestin -0.3%, Dynein transport -0.194, AID2073 3.7%, KOR beta-arrestin-1 -0.5%, P. falciparum M1AAP -1.3%, M17LAP inhibition -0.7%, NOD2 inhibition -7.1%, KOR beta-arrestin-2 5.8%, NOD1 NF-kB reporter -26.9%, Dynein transport cytoplasmic EGFP -0.249, Dynein transport nuclear GR-EGFP 0.0573 and Dynein transport cell count -0.0281.
`O=C(C[n+]1cc(-c2ccccc2)n2c1CCC2)N1c2ccccc2Sc2ccccc21` gave GPR55 beta-arrestin -0.3%, Dynein transport 0.881, AID2073 6.1%, KOR beta-arrestin-1 -5.0%, P. falciparum M1AAP 1.3%, M17LAP inhibition 0.8%, NOD2 inhibition 5.6%, KOR beta-arrestin-2 5.2%, NOD1 NF-kB reporter 1.2%, Dynein transport cytoplasmic EGFP -0.27, Dynein transport nuclear GR-EGFP 0.395 and Dynein transport cell count -0.289.
For CC1Cc2ccccc2N1C(=O)CSc1nc2ccccc2n1CC(=O)N1CCOCC1 (centres undefined) the results were GPR55 beta-arrestin -0.1%, Dynein transport 0.0403, AID2073 -1.9%, P. falciparum M1AAP 5.9%, M17LAP inhibition 21.2%, NOD2 inhibition -3.1%, NOD1 NF-kB reporter -19.1%, Dynein transport cytoplasmic EGFP -0.106, Dynein transport nuclear GR-EGFP 0.739 and Dynein transport cell count 2.59.
Cc1ccc(S(=O)(=O)CCC(=O)OCc2ccc(Cl)c(Cl)c2)cc1 was read as GPR55 beta-arrestin -0.1%, Dynein transport 0.554, AID2073 -7.0%, KOR beta-arrestin-1 -1.4%, P. falciparum M1AAP 4.0%, M17LAP inhibition 1.1%, NOD2 inhibition 11.8%, KOR beta-arrestin-2 21.2%, NOD1 NF-kB reporter -22.9%, Dynein transport cytoplasmic EGFP 0.525, Dynein transport nuclear GR-EGFP 0.248 and Dynein transport cell count -0.41.
O=C(Nc1ccc([N+](=O)[O-])cn1)c1cccnc1 was read as GPR55 beta-arrestin 0.5%, AID2073 -4.1%, KOR beta-arrestin-1 -1.7%, NOD2 inhibition 15.8%, KOR beta-arrestin-2 -23.3%[20 µM] and NOD1 NF-kB reporter -26.5%.
For C=CCN(CC(=O)NCc1ccccc1)C(=O)c1csnn1 the results were GPR55 beta-arrestin -0.4%, Dynein transport -0.527, AID2073 38.2%, KOR beta-arrestin-1 8.7%, P. falciparum M1AAP 0.4%, M17LAP inhibition -4.1%, NOD2 inhibition 5.6%, KOR beta-arrestin-2 22.4%, NOD1 NF-kB reporter -20.8%, Dynein transport cytoplasmic EGFP 0.265, Dynein transport nuclear GR-EGFP -0.24 and Dynein transport cell count 0.435.
For O=C(NCc1ccc(F)cc1)c1cc(S(=O)(=O)N2CCOCC2)ccc1F the results were GPR55 beta-arrestin -0.1%, Dynein transport -0.446, AID2073 21.9%, KOR beta-arrestin-1 5.8%, P. falciparum M1AAP 3.1%, M17LAP inhibition -2.0%, NOD2 inhibition -3.4%, KOR beta-arrestin-2 -7.1%, NOD1 NF-kB reporter -18.0%, Dynein transport cytoplasmic EGFP -0.23, Dynein transport nuclear GR-EGFP -0.15 and Dynein transport cell count 0.0124.
`COc1cc(Cl)c(C)cc1NC(=O)c1ccc(S(C)(=O)=O)cc1` gave GPR55 beta-arrestin 0.5%, Dynein transport 0.841, AID2073 6.8%, KOR beta-arrestin-1 1.3%, P. falciparum M1AAP 7.5%, M17LAP inhibition 5.4%, NOD2 inhibition -1.0%, KOR beta-arrestin-2 14.7%, NOD1 NF-kB reporter -30.2%, Dynein transport cytoplasmic EGFP -0.327, Dynein transport nuclear GR-EGFP 0.936 and Dynein transport cell count 0.436.
C/C(=N\NS(=O)(=O)c1ccc([N+](=O)[O-])cc1)c1ccc2c(c1)OCO2 was read as GPR55 beta-arrestin 0.3%, AID2073 17.5%, KOR beta-arrestin-1 1.0%, NOD2 inhibition 26.9%, KOR beta-arrestin-2 15.0% and NOD1 NF-kB reporter -13.3%.
CC1CC2=C(C(=O)O1)C(C)Nc1ccccc1N2 (centres undefined) was read as GPR55 beta-arrestin 0.0%, Dynein transport -0.298, AID2073 2.7%, KOR beta-arrestin-1 3.9%, P. falciparum M1AAP 4.6%, M17LAP inhibition 11.2%, NOD2 inhibition 14.5%, KOR beta-arrestin-2 9.5%, NOD1 NF-kB reporter -9.7%, Dynein transport cytoplasmic EGFP -0.239, Dynein transport nuclear GR-EGFP -0.231 and Dynein transport cell count 1.05.
Cc1nc2ccccc2c(=O)n1NC(=O)/C=C/c1ccccc1Cl was read as GPR55 beta-arrestin 1.5%, Dynein transport 0.592, AID2073 -0.3%, KOR beta-arrestin-1 15.5%, P. falciparum M1AAP -1.5%, M17LAP inhibition -14.0%, NOD2 inhibition 21.8%, KOR beta-arrestin-2 1.5%, NOD1 NF-kB reporter 11.2%, Dynein transport cytoplasmic EGFP -0.267, Dynein transport nuclear GR-EGFP 0.015 and Dynein transport cell count -0.287.
For O=C(Nc1ccccc1C(=O)NC(Cc1c[nH]c2ccccc12)C(=O)O)c1ccco1 (centres undefined) the results were GPR55 beta-arrestin -0.6%, Dynein transport -0.716, AID2073 2.2%, KOR beta-arrestin-1 0.7%, P. falciparum M1AAP 7.5%, M17LAP inhibition 17.0%, NOD2 inhibition -0.3%, KOR beta-arrestin-2 -22.0%, NOD1 NF-kB reporter -11.0%, Dynein transport cytoplasmic EGFP -0.188, Dynein transport nuclear GR-EGFP -0.0937 and Dynein transport cell count 0.417.
Screening O=C(CN1C(=O)S/C(=C\c2ccc(-c3cc(C(=O)O)ccc3Cl)o2)C1=O)Nc1ccc2c(c1)OCO2 returned GPR55 beta-arrestin -0.1%, KOR beta-arrestin-1 -0.9%, NOD2 inhibition -4.5%, KOR beta-arrestin-2 -12.1% and NOD1 NF-kB reporter -22.8%.
For CC(C)(C)OC(=O)N1CC(O)CC1C(=O)OCC(=O)c1ccccc1 (centres undefined) the results were GPR55 beta-arrestin -0.2%, Dynein transport -0.308, AID2073 20.7%, KOR beta-arrestin-1 -4.3%, P. falciparum M1AAP -0.4%, M17LAP inhibition 0.2%, NOD2 inhibition 4.7%, KOR beta-arrestin-2 8.5%, NOD1 NF-kB reporter -22.4%, Dynein transport cytoplasmic EGFP -0.178, Dynein transport nuclear GR-EGFP 0.267 and Dynein transport cell count -0.328.
`O=C1/C(=C/c2cccnc2)SC(=S)N1C1CCS(=O)(=O)C1` (centres undefined) gave GPR55 beta-arrestin -0.1%, Dynein transport -0.887, AID2073 -22.4%, KOR beta-arrestin-1 -3.2%, P. falciparum M1AAP 9.2%, M17LAP inhibition -2.1%, NOD2 inhibition 12.7%, KOR beta-arrestin-2 5.6%, NOD1 NF-kB reporter 37.6%, Dynein transport cytoplasmic EGFP 0.099, Dynein transport nuclear GR-EGFP -0.42 and Dynein transport cell count -1.11.
For Cc1[nH]n(-c2ccccc2)c(=O)c1C=Nc1cccc2cccnc12 the results were GPR55 beta-arrestin 0.5%, Dynein transport -1.11, AID2073 -2.3%, KOR beta-arrestin-1 1.0%, P. falciparum M1AAP -0.3%, M17LAP inhibition 12.3%, NOD2 inhibition -118.5%, KOR beta-arrestin-2 17.2%, NOD1 NF-kB reporter 45.4%, Dynein transport cytoplasmic EGFP 2.06, Dynein transport nuclear GR-EGFP 0.0725 and Dynein transport cell count -0.649.
COc1ccnc2c1c(=O)n(Cc1ccc(F)cc1)c(=O)n2C was read as GPR55 beta-arrestin -0.1%, AID2073 -3.4%, KOR beta-arrestin-1 -1.4%, NOD2 inhibition -1.7%, KOR beta-arrestin-2 -4.0% and NOD1 NF-kB reporter -12.8%.
Cc1ccc(C(=O)COC(=O)C2CCC2)cc1 was read as GPR55 beta-arrestin 0.0%, AID2073 5.1%, KOR beta-arrestin-1 -3.8%, NOD2 inhibition 8.7%, KOR beta-arrestin-2 -0.3% and NOD1 NF-kB reporter -14.5%.
